Screening data as filed in PubChem BioAssay.
GASC1 inh: KDM4C (human) demethylase inhibition. GST-KDM4C 2-372, H3K9me3 peptide, LANCE TR-FRET. inhibition, % at 12.5 µM. 96,000 compounds, 0.15% hits. AID 720574;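 active = mean replicate inhibition above about 25%, with at least 55% of replicates also reaching it, limit read from the data, passing the limit was not always enough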
Target sequence (Q9H3R0 2-372 limits assumed): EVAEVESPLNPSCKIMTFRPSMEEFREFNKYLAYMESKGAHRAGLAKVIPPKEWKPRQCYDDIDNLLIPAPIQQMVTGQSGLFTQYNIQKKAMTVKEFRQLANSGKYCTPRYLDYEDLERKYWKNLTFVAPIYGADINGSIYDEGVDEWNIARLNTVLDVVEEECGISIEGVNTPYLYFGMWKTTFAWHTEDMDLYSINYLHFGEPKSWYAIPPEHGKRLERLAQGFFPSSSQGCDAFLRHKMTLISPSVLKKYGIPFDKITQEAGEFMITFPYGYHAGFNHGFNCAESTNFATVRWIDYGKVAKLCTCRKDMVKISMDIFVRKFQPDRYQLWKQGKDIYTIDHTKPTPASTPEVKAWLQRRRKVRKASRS
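Material: GST-tagged GASC-1 (JMJD2C) catalytic fragment, aa 2-372. Input: enzyme final amount 10 nM. Medium: HEPES buffer, pH 7.5, plus ascorbate. Reagent: H3K9me3 peptide substrate, Fe(II), 2-oxoglutarate. Doses: single dose. Times: reaction 30 min RT, detection step 1 h RT. Measured by: LANCE TR-FRET. Evaluation: Fall in 671/618 emission ratio as inhibition.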
Tcruzi prolif: inhibitors of T. cruzi proliferation; inhibition, % at 8.34 µM; 77,000 compounds, 5.9% hits; AID 624255; T. cruzi beta-gal in NIH3T3, GalScreen luminescence, 90 h;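 active = mean inhibition above about 93%, with at least 55% of replicates each passing it, limit read from the data, passing the limit was not always enough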
C diff HTS: blocks growth of Clostridium difficile; growth activity, negative = inhibition, % at 16 µg/mL (by protocol); 86,000 compounds, 0.25% hits; Clostridium difficile clinical isolate growth, OD600, 24 h; hits give low values;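 active = mean growth activity at or below -80% and every replicate also at or below -80%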;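 also: 0% = DMSO wells and -100% = levofloxacin 16 µg/mL wells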
Pf Dd2 inh: blocks growth of Plasmodium falciparum Dd2 parasites. 94,000 compounds, 2.3% hits. activity change, % at 10 µM. P. falciparum Dd2 growth, SYBR Green, 72 h; hits give low values. AID 1159554; in the data active = activity change below about -80%
* = called active by the depositor; . = not tested or not shown; & = joins results of further samples.

Fields – GASC1 inh | Tcruzi prolif | C diff HTS | Pf Dd2 inh
O=C(C[C@@H]1C[C@@H]2c3cc(NC(=O)C4CCC4)ccc3O[C@@H]2[C@H](CO)O1)NC1CCCC1
→ -0.3 | -5 | -3 | 8
CNC[C@H]1Oc2ccc(N(C)C)cc2C(=O)N([C@H](C)CO)C[C@@H]1C
→ 0.6 | 63 | -2 | 11
Cc1noc(C)c1S(=O)(=O)Nc1ccc2c(c1)CC(=O)N([C@H](C)CO)C[C@H](C)[C@@H](CN(C)Cc1ccc(C(=O)Nc3ccccc3N)cc1)O2
→ -0.7 | . | 6 | -74
CNC(=O)C[C@@H]1CC[C@@H]2[C@H](COc3ccc(NS(=O)(=O)c4cccc(F)c4)cc3C(=O)N2C)O1
→ -2.5 | 10 | 0 | 11
CO[C@@H]1CN(C)C(=O)c2ccc(NS(=O)(=O)c3cccc(C)c3)cc2OC[C@H](C)NC[C@H]1C
→ 3.6 | -7 | -2 | 23
CCC(=O)N(C)C[C@@H]1Oc2cc(C#CC(C)C)ccc2S(=O)(=O)N([C@H](C)CO)C[C@@H]1C
→ -0.7 | 48 | -2 | -35
COc1ccc(S(=O)(=O)N(C)C[C@@H]2Oc3c(NC(=O)Nc4ccccc4)cccc3C(=O)N([C@@H](C)CO)C[C@@H]2C)cc1
→ 3.7 | 4 | . | -5
C[C@@H]1CN([C@H](C)CO)C(=O)c2cc(NS(C)(=O)=O)ccc2O[C@@H](C)CCCCO[C@H]1CN(C)C(=O)Nc1ccccc1
→ 17 | -28 | 1 | 4
C[C@H](CO)N1C[C@H](C)[C@@H](CN(C)CC2CCOCC2)Oc2ncc(C#Cc3ccncc3)cc2C1=O
→ -1.1 | -51 | 3 | 23
O=C(Nc1cc(F)ccc1F)N1CC(=O)N2[C@H](CO)[C@@H](c3ccc(-c4ccc(F)cc4)cc3)[C@@H]2C1
→ 0.3 | . | 3 | -31

A second format for part of the listing above.
CCC(=O)N(C)C[C@@H]1Oc2cc(C#CC(C)C)ccc2S(=O)(=O)N([C@H](C)CO)C[C@@H]1C
  GASC1 inh: -0.7
  Tcruzi prolif: 48
  C diff HTS: -2
  Pf Dd2 inh: -35
COc1ccc(S(=O)(=O)N(C)C[C@@H]2Oc3c(NC(=O)Nc4ccccc4)cccc3C(=O)N([C@@H](C)CO)C[C@@H]2C)cc1
  GASC1 inh: 3.7
  Tcruzi prolif: 4
  C diff HTS: .
  Pf Dd2 inh: -5
C[C@@H]1CN([C@H](C)CO)C(=O)c2cc(NS(C)(=O)=O)ccc2O[C@@H](C)CCCCO[C@H]1CN(C)C(=O)Nc1ccccc1
  GASC1 inh: 17
  Tcruzi prolif: -28
  C diff HTS: 1
  Pf Dd2 inh: 4

Later entries:
Fields – GASC1 inh | Tcruzi prolif | C diff HTS | Pf Dd2 inh
C[C@H]1CN([C@@H](C)CO)C(=O)c2cc(-c3ccc(F)cc3)cnc2O[C@H]1CN(C)Cc1ccc(C(=O)O)cc1
→ -1.2 | 22 | 4 | 15
O=C(C[C@@H]1C=C[C@H](NC(=O)Nc2ccc3c(c2)OCO3)[C@@H](CO)O1)NCc1ccccc1
→ -0.6 | 26 | -1 | 5
Cc1ccccc1S(=O)(=O)N1CC[C@@H]2[C@@H](CO)Nc3ccc(-c4ccccc4)cc3[C@@H]21
→ -1.5 | 86 | 75 | 11
Cc1noc(C)c1NC(=O)N(C)C[C@@H]1OCCCC[C@H](C)Oc2ccc(NC(=O)Nc3ccc4c(c3)OCO4)cc2C(=O)N([C@H](C)CO)C[C@@H]1C
→ -1.1 | 19 | -4 | 8
COc1ccc2c3c([nH]c2c1)[C@H](CO)N(C(=O)C1CC1)CC31CN(Cc2nccs2)C1
→ -0.1 | . | -1 | -12
CO[C@H]1CN(C)C(=O)c2ccc(NC(=O)c3cc(C)on3)cc2OC[C@@H](C)N(CC2CC2)C[C@H]1C
→ -0.9 | -34 | . | -22
CCCC(=O)Nc1ccc2c(c1)OC[C@H](C)N(CCC)C[C@H](C)[C@H](OC)CN(C)C2=O
→ -0.4 | 2 | 3 | -10
C[C@@H]1CN([C@H](C)CO)C(=O)c2cc(C#CC3CC3)cnc2O[C@@H]1CN(C)S(=O)(=O)c1cccc(F)c1
→ -0.8 | 37 | . | -20
COc1ccc(S(=O)(=O)N(C)C[C@@H]2Oc3c(NC(=O)c4ccc(-c5nccs5)cc4)cccc3C(=O)N([C@@H](C)CO)C[C@@H]2C)cc1
→ -1.3 | -40 | -7 | -4
CNC[C@H]1OCCCC[C@@H](C)Oc2ccc(NC(=O)CCC(F)(F)F)cc2C(=O)N([C@H](C)CO)C[C@@H]1C
→ -2.7 | -39 | -2 | .
C[C@@H]1CN([C@H](C)CO)C(=O)c2cc(NC(=O)Cc3ccccc3)ccc2O[C@@H]1CN(C)C(=O)Nc1ccccc1
→ -0.8 | -11 | 8 | -11
COc1ccc(-c2ccc([C@H]3[C@H](C#N)N(C(=O)c4cccnc4)[C@H]3CO)cc2)cc1
→ -1.3 | 107* | -3 | -91*
CCCC#Cc1ccc2c(c1)O[C@H](CN(C)C(=O)C1CCCCC1)[C@H](C)CN([C@H](C)CO)S2(=O)=O
→ 2.1 | 68 | 3 | -41
COc1ccc(S(=O)(=O)N(C)C[C@H]2OCCCC[C@H](C)Oc3ccc(NC(=O)c4ccncc4)cc3C(=O)N([C@H](C)CO)C[C@H]2C)cc1
→ 0.6 | 22 | 5 | -29
CCNC(=O)C[C@@H]1CC[C@@H]2[C@@H](COc3ccc(NC(=O)Cc4cccs4)cc3C(=O)N2C)O1
→ 1.3 | -30 | -1 | 1
CCC(=O)N1[C@@H]2Cn3c(ccc(-c4cncnc4)c3=O)[C@H]1[C@@H](C(=O)N1CCc3ccccc3C1)[C@@H]2CO
→ 5.8 | -5 | -2 | -4
C[C@H](CO)N1C[C@H](C)[C@H](CN(C)C(=O)C2CCC2)Oc2ncc(C#Cc3cccc(F)c3)cc2C1=O
→ -1.1 | -91 | 2 | -50
COc1ccccc1CNC(=O)C[C@@H]1CC[C@H]2[C@@H](COC[C@@H](O)CN2Cc2cccc(-c3ccncc3)c2)O1
→ -0.3 | 122* | -2&-10 | .
O=C(C[C@@H]1CC[C@@H](NC(=O)Nc2ccccc2F)[C@H](CO)O1)NCc1ccc(F)cc1
→ 0.1 | . | -7 | 53
O=C(c1cccnc1)N1CC(=O)N2[C@H](CO)[C@H](c3ccc(-c4cccnc4)cc3)[C@H]2C1
→ -1.2 | . | -3 | -27
C[C@@H]1CCCCO[C@H](CN(C)C(=O)Nc2ccc(F)cc2)[C@H](C)CN([C@H](C)CO)C(=O)c2cc(NS(=O)(=O)c3ccccc3)ccc2O1
→ 0.3 | 60 | 10 | -91*
O=C(O)C[C@H]1CC[C@@H]2[C@H](COC[C@@H](O)CN2S(=O)(=O)c2ccc(F)cc2)O1
→ -0.6 | . | -2&-10 | 21
C/C=C/c1ccc2c(c1)O[C@@H](CN(C)S(=O)(=O)c1ccccc1)[C@@H](C)CN([C@@H](C)CO)S2(=O)=O
→ -2.0 | 65 | 11 | -36
C[C@H](CO)N1C[C@H](C)[C@@H](CN(C)C(=O)Nc2ccccc2F)Oc2ncc(Br)cc2C1=O
→ -1.2 | . | 0 | 35
CO[C@@H]1CN(C)C(=O)c2ccc(NC(=O)Nc3cccc(F)c3)cc2OC[C@H](C)N(C(C)=O)C[C@@H]1C
→ -0.5 | -24 | . | -12
Cc1cc(C(=O)Nc2cccc3c2O[C@H](CN(C)S(=O)(=O)c2cn(C)cn2)[C@H](C)CN([C@H](C)CO)C3=O)n(C)n1
→ 1.2 | 33 | . | 27
CC(C)NC(=O)Nc1ccc2c(c1)C(=O)N([C@@H](C)CO)C[C@@H](C)[C@@H](CN(C)C(=O)Nc1ccc(C(F)(F)F)cc1)O2
→ -0.5 | 33 | -9 | -7
Cc1noc(C)c1S(=O)(=O)N(C)C[C@H]1Oc2ccc(NC(=O)Nc3ccc(F)cc3)cc2CC(=O)N([C@@H](C)CO)C[C@@H]1C
→ 1.6 | 57 | -4 | -16
CCS(=O)(=O)Nc1ccc2c(c1)C(=O)N(C)[C@H]1CC[C@H](CC(=O)N[C@H]3CCN(Cc4ccccc4)C3)O[C@@H]1CO2
→ 0.9 | . | 2 | 35
O=C(C[C@@H]1CC[C@H](NC(=O)c2ccc3c(c2)OCO3)[C@H](CO)O1)NCc1ccc(F)cc1
→ -0.1 | 10 | 0 | -28
Cc1ccccc1-c1ccc2c(c1)O[C@H](CN(C)C(=O)C1CC1)[C@H](C)CN([C@@H](C)CO)S2(=O)=O
→ -0.9 | . | 4 | 1
COCC(=O)Nc1ccc2c(c1)C(=O)N(C)[C@@H]1CC[C@H](CC(=O)NCCc3ccncc3)O[C@@H]1CO2
→ 2.0 | 3 | 1 | -40
CN(C)CC(=O)N[C@@H]1C=C[C@@H](CC(=O)O)O[C@@H]1CO
→ -0.9 | . | 2 | 24
COc1ccc(NC(=O)Nc2ccc3c(c2)C(=O)N([C@H](C)CO)C[C@H](C)[C@@H](CN(C)Cc2ccncc2)O3)cc1
→ . | 4 | -2 | 4
CO[C@@H]1CN(C)C(=O)c2ccc(NC(C)=O)cc2OC[C@H](C)N(Cc2cccnc2)C[C@@H]1C
→ 2.6 | 12 | . | .
CO[C@@H]1CC[C@H]2CCOc3c(C#N)cccc3C(=O)N(C)C[C@H](c3ccccc3)CC(=O)N(C)C[C@@H]1O2
→ 1.2 | -69 | . | 4
COc1cccc(-c2ccccc2[C@H]2[C@@H](C#N)N(C(=O)Cc3ccccc3)[C@H]2CO)c1
→ -1.2 | . | 0 | -18
CCC(=O)Nc1ccc2c(c1)C(=O)N(C)[C@@H]1CC[C@H](CC(=O)O)O[C@@H]1CO2
→ 1.9 | -1 | 1 | 8
C[C@H](CO)N1C[C@H](C)[C@H](CN(C)Cc2cccnc2)Oc2cc(C3=CCCC3)ccc2S1(=O)=O
→ 1.2 | 81 | 2 | -15
CC(C)CC#Cc1cnc2c(c1)C(=O)N([C@@H](C)CO)C[C@@H](C)[C@@H](CN(C)Cc1cccc(F)c1)O2
→ -1.5 | 99* | 4 | -30

Complete entries from above. Values in the order: GASC1 inh | Tcruzi prolif | C diff HTS | Pf Dd2 inh
COc1cccc(-c2ccccc2[C@H]2[C@@H](C#N)N(C(=O)Cc3ccccc3)[C@H]2CO)c1 across the screens: -1.2 | . | 0 | -18
COc1ccc(NC(=O)Nc2ccc3c(c2)C(=O)N([C@H](C)CO)C[C@H](C)[C@@H](CN(C)Cc2ccncc2)O3)cc1 across the screens: . | 4 | -2 | 4

Additional compounds:
Fields – GASC1 inh | Tcruzi prolif | C diff HTS | Pf Dd2 inh
C[C@@H]1CN([C@H](C)CO)C(=O)c2cc(NC(=O)C3CCCCC3)ccc2O[C@H]1CN(C)C(=O)Nc1ccc(C(F)(F)F)cc1
→ -0.2 | -48 | 4 | 33
CO[C@H]1CN(C)C(=O)c2cc(NC(=O)C3CC3)ccc2OC[C@H](C)N(Cc2cc(F)ccc2F)C[C@@H]1C
→ -0.9 | 97* | . | -77
CCCC(=O)Nc1ccc2c(c1)C(=O)N(C)[C@H]1CC[C@H](CC(=O)NCc3cccc(F)c3)O[C@H]1CO2
→ -0.4 | -28 | -8 | 12
NCC[C@H]1CC[C@@H](NC(=O)Nc2ccc(F)cc2)[C@H](CO)O1
→ 0.6 | -68 | -2 | 39
CCC(=O)N1[C@@H]2CN(C(=O)c3ccc4c(c3)OCO4)c3ccccc3[C@@H]2[C@@H]1CO
→ 2.4 | 8 | 2 | 9
C[C@H]1CN([C@@H](C)CO)C(=O)c2cccc(NC(=O)c3nc4ccccc4s3)c2O[C@@H]1CN(C)Cc1ccc2c(c1)OCO2
→ -1.3 | . | . | -56
C[C@@H]1CN([C@@H](C)CO)C(=O)CCCn2cc(nn2)CO[C@H]1CN(C)Cc1ccc2c(c1)OCCN2C
→ -0.6 | 1 | -2 | 12
COc1ccc(NC(=O)Nc2cccc3c2O[C@H](CN(C)S(=O)(=O)c2cn(C)cn2)[C@H](C)CN([C@@H](C)CO)C3=O)cc1
→ -2.3 | 24 | 0 | -2
COCC(=O)N1CC2(C1)[C@@H](c1ccccc1)[C@@H](CO)N2Cc1ccccc1OC
→ -0.4 | . | 11 | -16
C/C=C/c1ccc2c(c1)O[C@H](CN(C)C(=O)Cc1cccnc1)[C@@H](C)CN([C@@H](C)CO)S2(=O)=O
→ -0.6 | . | 3 | 36
COCC(=O)Nc1ccc2c(c1)OC[C@H](C)N(C(=O)COC)C[C@@H](C)[C@@H](OC)CN(C)C2=O
→ -0.5 | . | . | -24
O=C(Cc1ccccc1)N1CC[C@@H]2[C@H]1c1cc(C#Cc3ccccc3)ccc1N[C@@H]2CO
→ -0.6 | 105* | -1 | -40
C[C@H](CO)N1C[C@H](C)[C@@H](CN(C)S(C)(=O)=O)Oc2cc(-c3cccc(F)c3)ccc2S1(=O)=O
→ -0.2 | 5 | -4 | -1
CC=Cc1ccc2n(c1=O)C[C@@H]1[C@@H](CO)[C@H](C(=O)NCCC)[C@H]2N1C(=O)c1ccncc1 (mixture of isomers)
→ -0.6 | . | -1 | 40
C[C@H]1CN([C@@H](C)CO)C(=O)c2cc(-c3ccncc3)cnc2O[C@@H]1CN(C)C(=O)C1CCCCC1
→ -2.8 | -12 | 0 | -1
